aSyn 5UTR inh: MLPCN primary screen, SNCA 5' untranslated region; alpha-synuclein 5'UTR reporter, inhibitor activity; inhibition, % (tested at 7.5 µM); 0.82% of 300,000 active; AID 1813; in the data active = inhibition above about 60%;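 note: H4 neuroglioblastoma cells stably carrying SNCA 5'UTR luciferase fusion; 0% = DMSO wells and 100% = positive control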
TRPC6 activator: activates the mouse TRPC6 cation channel. HEK293-TRPC6 membrane potential dye fluorescence; active compounds read high. AID 2550. Q61143. B-score at 10 µM. 0.13% of 310,000 active;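 active = B-score of the integrated fluorescence ratio above library mean plus 3 SD, and starting fluorescence ratio within library mean plus 5 SD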;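 note: higher score means more depolarization so channel activation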
MrgX1 antag: blocks BAM8-22 activation of human MrgX1 receptor; MRGX1-HEK293 calcium flux, Fluo-4, BAM8-22 antagonism; active compounds read low; B-score at 10 µM; 1.3% of 310,000 active;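 active = calcium-response B-score plate-corrected more than 3 library SD below zero, starting fluorescence within 5 deviations, no agonist response on first addition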;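 note: peak minus trough fluorescence over baseline after final BAM8-22 challenge near maximal dose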
TRPC6 inh: blocks the mouse TRPC6 cation channel; Q61143; HEK293-TRPC6, membrane potential dye, ACh-evoked depolarization; active compounds read low; B-score at 10 µM; 1.1% of 310,000 active; AID 2553;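 active = B-score under library mean minus 3 SD, initial fluorescence not abnormally high, positive integrated signal ratio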;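 note: B-score derived from integrated fluorescence ratio over the kinetic read; more negative B-score means stronger inhibition of depolarization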
SKKanGAS inh: inhibitors of SKKanGAS S. pyogenes growth in kanamycin (SK-promoter or general growth effect). BacTiter-Glo, 6 h. inhibition, % at 7.5 µM. 1.3% of 300,000 active. AID 1662;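 active = mean replicate score, as percent of positive control median, at least 50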;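 note: strain carries kanamycin resistance gene driven by streptokinase promoter and grows in 40 µg/ml kanamycin; loss of luminescence reflects streptokinase promoter inhibition or plain growth inhibition; 0% = median of DMSO wells and 100% = positive control at its reference dose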
IEC-6 cytotox: kills IEC-6 intestinal cells in KLF5 counter-screen. IEC-6 cytotoxicity, luminescence viability. inhibition, % at 5 µM. 0.78% of 290,000 active. AID 1825; in the data active = inhibition above about 22%;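 note: 0% = plate median of test compound wells and 100% = cytotoxic reference compound wells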
HIF act: HIF pathway transcriptional activation. U2OS HRE-luciferase reporter, luminescence; normalized: DMSO 0%, desferrioxamine 100%. activation, % at 7.5 µM (by protocol). 0.32% of 300,000 active;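 active = mean activation of at least 10% of the iron chelator positive control signal, with at least half of replicates also reaching 10%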
TRPC4 PAM: allosteric potentiators of mouse TRPC4 channel; Q9QUQ5; HEK293 TRPC4beta/mu-opioid, DAMGO EC20, Fluo-4 Ca2+ flux; active compounds read high; B-score at 10 µM; 0.42% of 310,000 active;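 active = B-score of calcium response area above 5 SD of library B-scores, with initial fluorescence ratio within 5 SD of library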;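 note: B-score of integrated fluorescence ratio over time as area under calcium response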
Target sequence (Q9QUQ5 whole entry, looked up): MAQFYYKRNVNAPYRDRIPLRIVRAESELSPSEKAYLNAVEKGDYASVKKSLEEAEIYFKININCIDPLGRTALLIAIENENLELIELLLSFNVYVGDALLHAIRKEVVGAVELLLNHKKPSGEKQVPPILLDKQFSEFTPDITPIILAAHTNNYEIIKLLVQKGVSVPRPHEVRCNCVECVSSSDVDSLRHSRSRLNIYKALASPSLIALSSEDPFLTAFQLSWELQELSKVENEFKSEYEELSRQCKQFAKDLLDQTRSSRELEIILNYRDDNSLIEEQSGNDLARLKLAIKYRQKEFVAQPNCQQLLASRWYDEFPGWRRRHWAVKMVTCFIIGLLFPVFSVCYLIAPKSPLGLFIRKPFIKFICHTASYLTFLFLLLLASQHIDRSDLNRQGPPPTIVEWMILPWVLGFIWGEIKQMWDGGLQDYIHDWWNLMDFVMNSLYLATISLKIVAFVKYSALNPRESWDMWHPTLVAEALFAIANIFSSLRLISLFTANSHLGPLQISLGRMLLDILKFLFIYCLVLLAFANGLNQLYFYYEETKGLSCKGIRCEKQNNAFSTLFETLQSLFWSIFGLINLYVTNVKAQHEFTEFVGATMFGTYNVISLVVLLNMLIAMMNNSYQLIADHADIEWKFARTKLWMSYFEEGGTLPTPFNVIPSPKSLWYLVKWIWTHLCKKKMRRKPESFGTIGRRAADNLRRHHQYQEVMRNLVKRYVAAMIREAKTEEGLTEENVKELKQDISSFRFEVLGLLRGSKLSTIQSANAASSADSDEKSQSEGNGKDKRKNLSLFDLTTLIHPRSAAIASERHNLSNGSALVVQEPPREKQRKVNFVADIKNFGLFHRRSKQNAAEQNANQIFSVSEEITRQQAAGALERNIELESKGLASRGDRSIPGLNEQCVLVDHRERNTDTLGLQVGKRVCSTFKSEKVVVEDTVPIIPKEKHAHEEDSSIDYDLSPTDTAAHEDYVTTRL
TRPC4 agonist: opens the mouse TRPC4 cation channel. HEK293 TRPC4beta/mu-opioid, Fluo4 calcium fluorescence; active compounds read high. AID 2237. 0.49% of 310,000 active. B-score at 10 µM;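 active = B-score above 5 SD of library B-scores, and initial fluorescence ratio not above library mean plus 5 SD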;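 note: positive B-score marks a calcium rise read as TRPC4 activation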
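Assay system: HEK293 stable line with TRPC4beta plus mu-opioid receptor; schedule: 45 min room-temperature Fluo4 loading, 110 s read; technique: kinetic Fluo4 calcium fluorescence; evaluation: integrated baseline-normalised fluorescence ratio, converted to per-well B score; controls: buffer (low) and maximal DAMGO (high)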
KLF5 inhibitor: suppresses KLF5 promoter-driven expression | 0.23% of 290,000 active | DLD-1 KLF5 promoter-luciferase reporter, luminescence | inhibition, % at 5 µM;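 active = inhibition above a per-plate limit of that plate's mean compound inhibition plus 3 SD, cut at about 60% in these data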;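 note: 0% = DMSO wells and 100% = LY294002 at 200 µM; higher means less KLF5 promoter-driven luciferase light; inactives centre near -14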
TRPC4 block: blocks the mouse TRPC4 cation channel. HEK293 TRPC4beta/mu-opioid, DAMGO-evoked Fluo4 calcium flux; active compounds read low. B-score at 10 µM. 0.39% of 300,000 active. AID 2247;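 active = B-score over 3 SD under the library average, no early fluorescence shift, positive overall ratio signal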
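Material: HEK293 cells with stable TRPC4beta plus mu-opioid receptor expression / Probe or stimulus: DAMGO in two steps, submaximal then maximal / Compound: single concentration per test compound / Technique: kinetic Fluo4 fluorescence imaging of calcium influx / Read-out: per-well B score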
An asterisk follows results filed as active; i = inactive; . = no result given. The list is partial; count on the stated rates, not on these rows.

Structure	aSyn 5UTR inh	TRPC6 activator	MrgX1 antag	TRPC6 inh	SKKanGAS inh	IEC-6 cytotox	HIF act	TRPC4 PAM	TRPC4 agonist	KLF5 inhibitor	TRPC4 block
COc1ccc(CCn2c(O)c(C=Nc3ccc(F)cc3)c(=O)[nH]c2=O)cc1OC	27.8	i	i	i	1.5	-2.4	0.3	i	i	-25.9	i
C[C@@]1([C@@H](NP(=O)(c2ccccc2)c2ccccc2)c2ccccc2)C[C@H]1CCO	5.0	i	i	i	-1.9	2.9	1.8	i	i	10.1	i
CCCN1CC(C)C(OC(C)=O)(c2ccccc2)CC1C (stereo unspecified)	-15.2	i	i	i	-1.7	2.0	0.2	i	i	-34.5	.
CC(=NCCN1CCCCC1)c1c(O)n(Cc2ccccc2)c(=O)[nH]c1=O	9.1	i	i	i	-0.5	-0.3	-0.3	i	i	-9.4	i
COC(=O)C1=C(c2cccc(OC)c2OC)C[C@@H]2CC[C@H]1N2C(=O)N1CCC(C)CC1	1.8	i	i	i	0.0	.	0.0	i	i	.	i
N=C1c2ccccc2CN1c1ncccn1	-4.9	i	i	-7.28*	-1.2	-16.2	1.2	i	i	-33.2	i
Cc1ccc(N2C(=O)NC(=O)/C(=C\c3ccoc3)C2=O)cc1	6.0	i	i	i	-8.3	-5.6	-0.3	i	i	-8.9	i
Cc1ccc(C2SCC(=O)Nc3c2c(=O)[nH]n3C2CCOC(C)(C)C2)cc1 (stereo unspecified)	6.0	i	i	i	0.2	-3.1	0.0	i	i	-8.8	i
Cc1occc1C(=O)N1CCC2(CC1)OCCO2	-0.3	i	i	i	-6.8	2.6	0.0	i	i	-24.2	i
Cc1cccc(N=Nc2ccc(N(C)C)cc2)c1	-49.0	i	i	i	-2.8	11.7	1.0	i	i	-151.5	i
O=C(Nc1ccc2c(c1)OCO2)c1cn(Cc2ccc(F)cc2)nn1	-75.5	i	i	i	15.1	6.2	-39.4	i	i	22.5	i
O=C(O)Cn1cc(/C=C2\C(=O)NC(=O)N(c3ccc(Cl)cc3)C2=O)c2ccccc21	-17.7	i	i	i	-0.5	-4.2	-0.1	i	i	-11.5	i
COc1ccc(OC)c(CN2CCN(C(=O)COc3cccc(C)c3)CC2)c1	3.1	i	i	i	-2.8	2.7	0.0	i	i	-9.9	i
CCOc1ccc2c(c1)c(C(C)=O)c(C)n2Cc1ccco1	1.5	i	i	i	-10.3	-2.6	-0.5	i	i	-2.4	i
Cc1ccc2ccccc2c1NC(=O)CNC1CCCCC1	-5.4	i	i	i	-9.9	-7.8	1.1	i	i	-17.9	i
COc1ccc(N=C2SCCCN2C)cc1	-0.9	i	i	i	-3.5	-2.3	-0.7	i	i	5.7	i
O=c1c2ccccc2nc(-c2ccccc2Cl)n1-c1cccc(O)c1	14.2	i	i	i	3.5	-4.2	-0.1	i	i	-24.6	i
Cc1nc2ccsc2c(=O)n1-c1ccccc1Cl	33.3	i	i	i	-4.0	.	0.2	i	i	.	i
COC(=O)C1=C(c2ccccc2)C[C@@H]2CC[C@H]1N2C(=O)N1CCCC1	20.0	i	i	i	1.8	.	-0.8	i	i	.	i
CCOc1cc(C=C2C(=O)NC(=O)NC2=O)ccc1OCC(=O)N1CCOCC1	7.5	i	i	i	-9.3	1.3	0.1	i	i	-8.6	i

The results go on.
Structure	aSyn 5UTR inh	TRPC6 activator	MrgX1 antag	TRPC6 inh	SKKanGAS inh	IEC-6 cytotox	HIF act	TRPC4 PAM	TRPC4 agonist	KLF5 inhibitor	TRPC4 block
Cc1cc(C)cc(N2C(=O)NC(=O)/C(=C\c3cccn3-c3ccccc3)C2=O)c1	-9.1	i	i	i	6.6	-4.5	-0.7	i	i	-18.5	i
Cc1cccc(OP(N)(=O)Oc2cccc(C)c2C)c1C	14.5	i	i	i	4.9	-5.0	0.0	i	i	-14.8	i
COc1cccc2cc(-c3cc(=O)oc4ccc(OC(=O)N(C)C)cc34)oc12	26.6	i	i	i	3.1	4.0	0.3	i	i	-11.1	i
CN1C(=O)C(=Cc2ccccc2Oc2ccc(Cl)cc2)C(=O)N(C)C1=O	2.8	i	i	i	11.1	-1.8	-0.1	i	i	4.0	i
Cc1ccc(-n2c(C)nc3ccccc3c2=O)cc1C	4.9	i	i	i	4.0	-6.7	-0.2	i	i	-21.2	i
O=C1NCN(c2ccccc2)C12CCNCC2	9.7	i	i	i	-9.4	-0.6	0.0	i	i	-43.3	i
COCCNC(=O)Cn1cc(C(=O)c2ccccc2F)c2ccccc21	-12.7	i	i	i	-1.8	-7.5	0.6	i	i	-44.9	i
COc1cc2c(C(=O)O)c(C)n(C)c2cc1Br	23.1	i	i	i	-1.1	-2.8	-0.4	i	i	-36.8	i
CC(=NCc1cccnc1)c1c(O)n(-c2ccc(Cl)cc2)c(=O)[nH]c1=O	0.9	i	i	i	-1.6	-0.9	-0.3	i	i	3.2	i
COc1ccc(N2C(=O)/C(=C/c3ccc(C)o3)C(=O)NC2=S)cc1	8.2	i	.	i	-10.7	-11.5	0.2	i	i	-8.1	i
CC1(C)CN=C(Nc2ccc(F)c(Cl)c2)S1	-28.7	i	i	i	2.3	-3.7	0.9	i	i	-8.7	i
Fc1ccccc1CNCCc1c[nH]c2ccccc12	-5.4	i	i	i	5.5	-1.7	1.0	i	i	-40.0	i
C=CCn1c(O)c(C(CC)=Nc2cccc(C(F)(F)F)c2)c(=O)[nH]c1=O	2.5	i	i	i	-3.9	-0.9	0.6	i	i	1.7	i
Cc1cc(C=C2C(=O)NC(=O)NC2=O)c(C)n1-c1ccncc1	-14.7	i	i	i	-2.2	-1.0	-0.5	i	i	2.2	i
Cc1ccc2c(c1)C1CN(C)CCC1N2C(=O)/C=C/c1ccc2c(c1)OCO2 (stereo unspecified)	-10.3	i	i	i	-7.7	0.7	0.0	i	i	-22.1	i
Cc1c2cnn(CC(=O)N3CCC4(CC3)OCCO4)c(=O)c2c(C)n1Cc1ccccc1	-9.6	i	i	i	-3.7	-0.4	0.0	i	i	-4.4	i
O=C(c1ccc(C(F)(F)F)cc1)C1CCCN(C2CCSCC2)C1 (stereo unspecified)	-27.4	i	i	-7.75*	-17.9	2.6	-0.2	i	i	8.7	i
Brc1ccc2c(c1)C(OC1CN3CCC1CC3)c1ccccc1CS2 (stereo unspecified)	-29.5	i	i	i	0.5	18.6	-1.2	29*	i	-0.1	i
CCN1CCN(C(=O)COc2ccc(S(=O)(=O)N(C)Cc3ccccc3)cc2)CC1	-0.5	i	i	i	-0.1	1.4	-0.1	i	i	-9.9	i
COc1ccccc1CC1/C(=N/O)C2CCN1CC2 (stereo unspecified)	19.6	i	i	i	-15.6	-2.0	-0.8	i	i	-47.8	i

Additional results follow.
Structure	aSyn 5UTR inh	TRPC6 activator	MrgX1 antag	TRPC6 inh	SKKanGAS inh	IEC-6 cytotox	HIF act	TRPC4 PAM	TRPC4 agonist	KLF5 inhibitor	TRPC4 block
COc1ccc(S(=O)(=O)NC(CC(=O)N2CCC3(CC2)OCCO3)C(C)C)cc1 (stereo unspecified)	3.2	i	i	i	-6.2	-4.5	-0.1	i	i	-33.0	i
CCCC(=O)NC(Oc1ccccc1Cl)C(Cl)(Cl)Cl (stereo unspecified)	7.0	i	i	i	-5.3	0.9	.	i	i	-4.2	i
Cc1cc(/C=C2\C(=O)NC(=O)N(c3ccc(Br)cc3)C2=O)c(C)n1C	-13.7	i	i	i	-1.3	-3.2	0.1	i	i	-20.1	i
CN1C(=O)N(C)C(=O)C2(Cc3cc(NC(=O)c4ccccc4)ccc3N3CCCC32)C1=O (stereo unspecified)	-11.5	i	i	i	5.3	-9.3	0.7	i	i	-14.1	i
O=c1cccc2n1CC1CC2CN(C(c2ccccc2)c2sc3ncnn3c2O)C1 (stereo unspecified)	-25.1	i	i	i	-0.5	1.1	-0.3	i	i	4.7	i
CC1(C)C(c2ccccc2)=NC(c2cccnc2)N1O (stereo unspecified)	-42.7	i	i	i	1.5	-3.1	-0.5	i	i	-19.9	i
CC(C)(C)N1Cc2ccccc2C1=N	-8.2	i	i	i	-6.4	0.3	-0.1	i	i	-6.9	i
O=C1NC(=O)C(=Cc2ccc3ccccc3c2)C(=O)N1	1.8	i	i	i	-1.9	-0.6	-0.1	i	i	-25.0	i
O=c1[nH]c(=O)n(Cc2ccco2)c(O)c1C=NC1CCN(Cc2ccccc2)CC1	6.0	i	i	i	-0.1	4.4	0.3	i	i	-16.2	i
O=C(CNC(=O)OCc1ccccc1)Nc1ccc(Br)cc1C(=O)c1ccccc1	9.3	i	i	i	12.4	-9.6	0.1	i	i	-42.7	i
O=C1NC(=O)C(=Cc2ccsc2)C(=O)N1	15.7	i	i	i	0.5	-1.8	0.2	i	i	-0.6	i
CC(C)(C)n1cc(C(=O)c2ccccc2OCCCF)cn1	-0.2	i	i	i	-0.3	0.1	-2.3	i	i	-33.6	i
C#CC[N+]1(C)[C@@H]2CC[C@H]1CC(OC(=O)C(CO)c1ccccc1)C2 (stereo partly specified)	-7.9	i	i	-10.6*	-4.3	-7.1	0.1	i	i	-11.6	i
CCC(C(=O)N1CCC2(CC1)OCCO2)n1c2ccccc2c2nc(=O)cc(C)n21 (stereo unspecified)	11.5	i	i	i	-2.2	-8.0	0.2	i	i	-36.2	i
CCCCCn1c(=O)c(C(=O)Nc2ccccc2)c(O)c2ccccc21	15.6	i	i	i	-0.9	-0.3	-43.4	i	i	-28.3	i
COC(=O)C1=C(c2cc3ccccc3s2)C[C@@H]2CC[C@H]1N2C(=O)NCC1CC1	-9.9	i	i	i	-2.1	.	-0.3	i	i	.	i
O=C(C1CCN(S(=O)(=O)N2CCOCC2)CC1)N1CCC2(CC1)OCCO2	9.8	i	i	i	-2.9	-3.7	-0.3	i	i	-14.2	i
O=[N+]([O-])c1cccc(CN2CC=C(c3ccc(F)cc3)CC2)c1	3.6	i	i	i	6.9	4.0	0.6	i	i	-40.6	i
COP(=O)(NS(=O)(=O)c1ccccc1)OC	13.6	i	i	i	2.3	-8.8	0.0	i	i	-28.5	i
c1ccc(C2NCc3ccccc3-n3cccc32)cc1 (stereo unspecified)	-6.7	i	i	i	-0.5	2.9	0.2	i	i	-4.2	i
O=C(N/N=C/c1c(O)n(Cc2ccc(F)cc2)c(=S)[nH]c1=O)c1ccncc1	2.4	i	i	i	101.1*	-9.9	0.1	i	i	-16.8	i
